Screening data (PubChem)
West Nile antiviral = West Nile virus antiviral activity, cell-based, CPE readout (AID 1621); West Nile virus-infected cells, CPE inhibition; higher % means a stronger effect; CPE inhibition, % at 10 µM; hits with a dose series show IC50 in µM; hit rate 0.02% among 290,000; in the data active = a potency from the dose series; inconclusive = CPE inhibition mostly from about 3.7% at the one dose, without a potency; inactive = the rest, 99 in 100 with CPE inhibition below about 2.2%; note: strong numbers were not always called active
SV40 large T antigen = SV40 large T antigen inhibitors, biochemical (AID 1903); SV40 large T antigen ATPase/helicase inhibition assay; higher % means a stronger effect; one-dose inhibition, % at 20 µM; IC50 in µM for titrated hits; hit rate 0.39% among 310,000; in the data active = a potency from the dose series; inconclusive = inhibition mostly from about 32% at the one dose, without a potency; inactive = the rest, 99 in 100 with inhibition below about 32%; note: strong numbers were not always called active
NTR1 ag = agonists of NTR1, primary screen, imaging, U2OS cells, beta-arrestin-GFP, high content (AID 493036). NTR1-U2OS beta-arrestin-GFP spot imaging, agonist mode. activation, % at 20 µM. Neurotensin receptor type 1 (Homo sapiens), P30989. hit rate 0.17% among 330,000;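 active = activation at or above 40% of the spot to cytoplasm intensity ratio, with at least 20 cells analyzed; inconclusive = wells under 20 cells, flagged as cytotoxic or low count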;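 note: 0% = DMSO without peptide and 100% = 100 nM NTR1 peptide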
Target sequence (P30989 whole entry, looked up): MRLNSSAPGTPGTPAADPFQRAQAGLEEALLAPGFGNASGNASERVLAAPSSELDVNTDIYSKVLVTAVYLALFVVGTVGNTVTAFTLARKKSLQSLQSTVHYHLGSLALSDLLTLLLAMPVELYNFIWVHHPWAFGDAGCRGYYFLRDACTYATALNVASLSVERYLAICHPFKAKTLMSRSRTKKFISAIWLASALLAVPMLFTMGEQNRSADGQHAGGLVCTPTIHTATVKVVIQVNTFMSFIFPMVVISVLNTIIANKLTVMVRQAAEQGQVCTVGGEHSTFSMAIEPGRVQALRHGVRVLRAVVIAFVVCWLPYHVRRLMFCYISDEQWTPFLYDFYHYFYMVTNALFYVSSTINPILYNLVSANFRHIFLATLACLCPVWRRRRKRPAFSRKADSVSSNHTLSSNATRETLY
MgcRacGAP inhibition = MgcRacGAP GTPase-activating activity inhibitors, confirmation, biochemical, ADP Hunter fluorescence | Rac GTPase-activating protein 1 (Homo sapiens) | AID 624330, 2012 | MgcRacGAP-stimulated Rac1 GTP hydrolysis, ADP Hunter fluorescence; higher % means a stronger effect; GST-tagged Rac1 F28L mutant substrate | hit rate 0.6% among 340,000 | one-dose inhibition, % at 30 µM; IC50 in µM for titrated hits;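 active = first-screen hits whose inhibition reached a set limit at any dose in the follow-up dose series; inconclusive = inhibition above the set first-screen limit but never retested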;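 note: fluorescence reports GDP produced by GAP-driven GTP hydrolysis; strong numbers were not always called active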
Dengue-2 NS5 capping = Dengue-2 NS5 methyltransferase inhibitors, primary screen, biochemical, confirmation dose response (AID 588689); Dengue-2 NS5 methyltransferase capping enzyme assay, biochemical; higher % means a stronger effect; inhibition, % at 25 µM, or IC50 in µM where a hit was titrated; hit rate 0.3% among 340,000; in the data active = a potency from the dose series; inconclusive = inhibition above about 29% without an active follow-up result
RSV antiviral HEp-2 = RSV antiviral activity via CPE protection, HEp-2 cells, primary 10 µM value included (AID 2391); HEp-2 cells, RSV-induced CPE inhibition; higher % means a stronger effect; CPE inhibition, % at 10 µM; hits with a dose series show IC50 in µM; hit rate 0.13% among 310,000; in the data active = a potency from the dose series; inconclusive = CPE inhibition mostly from about 23% at the one dose, without a potency; inactive = the rest, 99 in 100 with CPE inhibition below about 21%; note: strong numbers were not always called active
UTI89 phage lysis = inhibition of K1F phage lysis, E. coli UTI89, bacterial capsule biogenesis inhibitors, alamar blue (AID 488966); E. coli UTI89 K1F phage lysis, alamar blue, 2 h; higher % means a stronger effect; one-dose inhibition, % at 100 µM; IC50 in µM for titrated hits; hit rate 0.02% among 340,000;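 active = phage lysis inhibition, versus mean bacterial control, above a set limit; inconclusive = no clear call, values can overlap the other calls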;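 note: capsule biogenesis inhibitors block K1F phage lysis so surviving cells raise fluorescence; higher fluorescence means more inhibition of phage lysis; actives were called in the ten point dose series up to 300 µM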
T cell HTS = modulators of CD8 T cell-vesicle binding, primary screen, mouse 2C CD8+ T cells, flow cytometry; 2C CD8+ T cell-vesicle binding; stronger effect = lower value; calls only at 7 µM; hit rate 0.068% among 330,000; AID 2052, 2009;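 active = response, share of CD8 T cells binding vesicles, and their 90th percentile fluorescence all below set limits, cut at about 80% in these data, passing the limit was not always enough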
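Material: murine 2C transgenic CD8+ T lymphocytes / Also added: QL9-peptide-loaded Drosophila micro-vesicles bearing Ld, ICAM-1 and B7-1 / Schedule: binding step 1.5 h, 37 °C, antibody labelling 20 min, ice / Signal: flow cytometry, PE anti-B7-1 (FL2) versus Alexa647 anti-CD8 (FL8), PFA-fixed / Evaluation: percent CD8+ FL2 mean versus row control / Benchmarks: naked versus QL9-loaded vesicles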
PhoP inhibition = inhibitors of PhoP regulon expression, primary screen, Salmonella Typhimurium, GFP reporter (AID 1863); hit rate 0.16% among 300,000; S. Typhimurium PhoP-regulated promoter GFP reporter, 4 h; higher % means a stronger effect; inhibition, % at 50 µM, or IC50 in µM where a hit was titrated;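 active = inhibition over 29.93%, a cutoff 3 SD above the screen mean, later confirmed by dose response; inconclusive = inhibition over 29.93% but no dose response follow-up; inactive = inhibition at most 29.93% or unconfirmed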;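 note: 0% = low Mg2+ inducing control and 100% = high Mg2+ repressing control; strong numbers were not always called active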
T cell HTS vesicle-bound % = also measured in T cell HTS; calls as there; double positive events, %; measured here: CD8+ vesicle-bound cell fraction;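 binding gate set so that unloaded-vesicle control wells show 10% double positive cells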
NTR1 ag cell count 20 µM = further read-out of NTR1 ag, marked with its call; cell count; measured here: cell count, cytotoxicity flag
Dengue-2 NS5 capping pilot replicate = recorded beside Dengue-2 NS5 capping, whose call it bears; inhibition, %; measured here: pilot screen replicate inhibition
Numbers without * were called inactive; i = inactive; ? = inconclusive; · = no result given; [ ] = remark or other dose.

SMILES	West Nile antiviral	SV40 large T antigen	NTR1 ag	NTR1 ag cell count 20 µM	MgcRacGAP inhibition	Dengue-2 NS5 capping	RSV antiviral HEp-2	UTI89 phage lysis	T cell HTS	T cell HTS vesicle-bound %	PhoP inhibition	others
O=C(COC(=O)c1cc(S(=O)(=O)N2CCOCC2)ccc1F)NCc1ccco1	-0.1%	9%	4.1	51	-1%	4%	0.9%	0.1%[50 µM]	i	12	1%
CN(C)C(=O)COc1ncnc2sc(-c3ccccc3)cc12	-0.1%	-1%	0.9	55	9%	-6%	5.0%	-0.1%	i	33	4%
O=Cc1cccn1-c1ccccc1	-0.1%	·	2.4	95	2%	5%	1.4%	4.5%	i	26	-3%
O=C(COC(=O)c1cccc(S(=O)(=O)N2CCOCC2)c1)NCCc1ccccc1	-0.3%	22%	-0.5	53	7%	-1%	0.5%	0.7%[50 µM]	i	14	1%
O=C(CSc1nnnn1-c1cccc2c1CCCC2)N1CCOCC1	-0.6%	15%	-0.5	49	2%	2%	3.5%	1.2%	i	28	-3%
CCOC(=O)CCCCC(=O)NC(CO)C(=O)NC (centres undefined)	0.3%	6%	0.5	68	-7%	1%	1.4%	-0.3%	i	49	-12%
NNC(=O)c1cccc(O)c1	0.1%	-14%	4.3	49	0%	-5%	0.8%	-1.2%	i	47	-3%
CCCSc1nc2c3c(sc2c(=O)[nH]1)CC(C)(CC)OC3 (centres undefined)	3.2%	21%	5.5	49	2%	-6%	-1.5%	-1.9%	i	30	-1%
COc1ccc(CCNC(=O)c2ccc(Cl)c(S(=O)(=O)N3CCCCCC3)c2)cc1	·	·	5.8	85	5%	-3%	4.8%	-0.1%[50 µM]	i	11	·
CCN(CC)CCOCCOC(=O)C(CC)(CC)c1ccccc1	-0.1%	12%	-1.1	47	·	·	-2.7%	·	i	36	-4%
C=CCN1C(=Nc2ccccc2)SC/C1=C\C(=O)OC	0.8%	-4%	3.0	54	5%	-5%	0.4%	5.2%	i	28	-8%
Cc1cc(C)cc(NC(=O)N(CCC#N)Cc2cccs2)c1	-0.3%	15%	-0.2	56	9%	5%	1.7%	0.1%	i	39	-8%
COc1ccc(-n2c(C)cc(-c3csc(NC(=O)c4ccc(S(=O)(=O)N(C)C)cc4)n3)c2C)cc1	0.2%	11%	1.5	44	8%	-2%	6.9%	1.3%[50 µM]	i	57	17%
O=C(COC(=O)CCSc1ccccc1)NCc1ccc(F)cc1	0.0%	8%	0.9	52	12%	-4%	2.6%	0.1%	i	54	-1%
O=S(=O)(c1ccccc1)c1nc(-c2ccco2)oc1Nc1ccccc1	-0.3%	-5%	0.3	56	3%	-1%	3.2%	-4.3%	i	27	0%
Cc1ccc(-c2cc(C(=O)Nc3c(C)n(C)n(-c4ccccc4)c3=O)no2)cc1	0.0%	5%	0.3	56	3%	2%	0.2%	0.6%	i	47	-7%
Nc1c(N=O)c(=O)[nH]c(=O)n1-c1ccccc1	·	22%	-1.6	45	-1%	-2%	3.7%	-0.1%	i	33	·
NC(N)=Nc1ccc(N=C(N)N)cc1	0.8%	3%	·	·	8%	-4%	0.5%	-0.3%[50 µM]	i	21	-10%
CCn1cc(C(=O)N[C@@H](C)C(=O)NCCCn2ccnc2)c(=O)c2cc3c(cc21)OCO3	-0.3%	2%	-1.2	52	12%	-3%	-0.9%	0.2%	i	10	1%
COc1ccc(OC)c(NC(=O)CCNC(=O)c2ccco2)c1	0.1%	-4%	2.1	63	4%	3%	0.5%	0.8%	i	46	2%
O=C(CN(c1cccc(Br)c1)S(=O)(=O)c1ccccc1)N/N=C/c1cc([N+](=O)[O-])ccc1O	·	14%	2.4	47	·	·	4.9%	·	i	28	·
Cc1ccc(NC(=O)C2CCN(C(=O)NCc3ccccc3)CC2)cc1C	-0.4%	5%	0.2	42	7%	-1%	2.4%	-0.6%	i	40	1%
CC1CCc2c(sc3nc(CN4CCN(S(=O)(=O)c5ccccc5[N+](=O)[O-])CC4)[nH]c(=O)c23)C1 (centres undefined)	-0.9%	0%	11	82	6%	-5%	0.2%	1.6%[50 µM]	i	45	11%
COc1ccc(-n2c(C)nc3c(cnn3-c3ccc(Cl)cc3)c2=O)cc1	0.5%	3%	4.6	54	16%	-2%	6.6%	1.2%	i	43	-1%
O=C(NCc1ccccc1)C(=O)NCC1COc2ccccc2O1 (centres undefined)	-0.1%	0%	-2.5	83	4%	-11%	0.3%	2.5%	i	48	-6%
O=C(Nc1ccccc1C(F)(F)F)c1cc(-c2ccc(O)cc2)on1	-0.6%	-3%	8.9	85	15%	-2%	6.5%	-0.3%	i	10	7%
COc1ccccc1Nc1nc(N)nc(CN2CCN(Cc3ccccc3)CC2)n1	-0.9%	1%	0.4	76	5%	0%	-1.8%	0.1%	i	15	6%
CCn1cc(C(=O)N(CCC(C)C)c2c(N)n(Cc3ccccc3)c(=O)[nH]c2=O)c(=O)c2ccc(C)nc21	-0.3%	19%	3.7	57	0%	-2%	3.2%	-0.2%	i	53	-4%
COc1ccc(C2(c3ccc(OC)cc3)NC(=O)N(CC(=O)Nc3cc(C)on3)C2=O)cc1	·	·	-1.0	60	5%	2%	·	-4.2%	i	49	·
N/C(Cc1ccc([N+](=O)[O-])cc1)=N\OC(=O)CC1CCCCC1	-0.5%	2%	0.7	39	-3%	0%	0.9%	1.1%	i	58	0%
CC(C)(C)c1ccc(S(=O)(=O)N2CCC(CO)(CC3CCCCO3)CC2)cc1 (centres undefined)	-1.9%	-5%	1.0	45	-11%	-6%	2.4%	-2.3%	i	50	-3%
Cc1ccc(S(=O)(=O)N2CCN(CC(=O)Nc3ccc(N4CCOCC4)cc3)CC2)cc1C	·	11%	0.8	62	4%	0%	2.4%	-0.1%	i	50	-3%
CCN1CCN(c2cc(C)c3cc(NC(=S)NCc4cccs4)ccc3n2)CC1	0.0%	14%	3.3	62	17%	2%	0.3%	0.1%	i	56	-3%
Cc1ccc(N(CC(=O)NC(C)C)C(=O)CCC(=O)Nc2nccs2)cc1	-1.1%	11%	-0.2	65	9%	8%	2.5%	0.5%	i	49	-4%
CCOc1ccc(N(C)S(=O)(=O)c2cc(-c3cc(C)no3)ccc2C(C)C)cc1	2.2%	4%	3.5	54	-1%	-12%	5.6%	0.8%	i	38	3%
Cc1ccc(NC(=O)CSc2nnc(C)c(=O)[nH]2)cc1C	0.5%	14%	-0.2	70	6%	4%	1.1%	0.0%	i	61	-8%
COc1ccc2c(c1)CC/C(=C\c1ccc(C)o1)C2=O	0.2%	31%	-1.1	34	8%	-4%	·	-0.7%	i	28	-3%
Cc1ccc(O)c(CNc2ccccn2)c1	0.2%	5%	-2.3	51	8%	-4%	2.2%	-0.9%	i	11	3%
COc1ccc(N/C=C/C(=O)c2ccccc2)cc1	-0.5%	11%	0.2	70	8%	1%	5.4%	0.1%	i	19	-3%
Nc1ccc(-c2nnc(-c3ccccc3)o2)cc1	-0.1%	17%	-0.3	59	6%	0%	2.7%	2.3%	i	43	-21%
CC(=O)NC12CC3CC(C1)CC(C(=O)N(C)CC(=O)Nc1cccc(F)c1)(C3)C2	·	·	-1.2	98	3%	0%	1.5%	0.8%[50 µM]	i	32	·
CN(Cc1ccccc1)C(=O)CCCn1c(=O)[nH]c2cc(Cl)ccc2c1=O	-0.3%	3%	-1.5	65	5%	·	?	0.3%	i	51	-9%
CCCCCC1CCC(c2n[nH]c(=S)n2C)CC1 (centres undefined)	-0.9%	5%	3.4	67	3%	5%	8.2%	0.2%	i	33	-3%
COc1ccc(C(C(=O)NC(C)(C)C)N(C[C@H]2CC[C@@H]([C@@H]3CC[C@H](CO)O3)O2)C(=O)c2ccccc2)cc1 (some centres undefined)	·	·	-0.8	46	8%	4%	·	0.2%	·	·	·	Dengue-2 NS5 capping pilot replicate=6.1
CCCCC(=O)Nc1ccc2c(c1)nc1n2CCOC1	0.2%	1%	-3.4	93	11%	-1%	-0.2%	0.2%	i	51	10%
CCOC(=O)C1CCN(CC(=O)N(CC(C)C)c2c(N)n(CC(C)C)c(=O)[nH]c2=O)CC1	-0.8%	4%	1.9	37	-4%	-19%	-1.2%	-0.1%	i	8	15%
COc1ccc(S(=O)(=O)Nc2cccc(C)c2C)c2cccnc12	0.5%	4%	1.2	47	5%	-13%	12%	-0.3%	i	55	7%
CCOc1ccccc1NC(=O)CSc1nc2[nH]ncc2c(=O)[nH]1	·	10%	0.1	54	1%	-1%	1.0%	1.4%[50 µM]	i	41	-6%
COc1cccc(CNCCSc2nnnn2C)c1OC	-0.3%	9%	-2.2	64	3%	-7%	-0.2%	4.2%	i	29	3%
Cc1cc(C)n2nc(C(=O)OCC(=O)c3cc(C)n(CC4CCCO4)c3C)nc2n1 (centres undefined)	-0.1%	7%	1.1	34	4%	-8%	0.7%	0.0%	i	20	-5%
CCOC(=O)c1cnn(-c2ccccc2)c1-n1cccc1	-0.1%	-3%	-0.9	54	6%	-6%	0.0%	3.8%	i	33	15%
COc1ccc(N(CC(=O)Nc2ccc(S(=O)(=O)N3CCOCC3)cc2)S(=O)(=O)c2ccccc2)cc1	-0.2%	8%	1.1	54	1%	-12%	2.3%	0.3%	i	41	3%
O=C(COC(=O)Cc1ccsc1)Nc1ccc(F)cc1Cl	·	·	-1.7	65	-6%	-2%	1.9%	0.2%[50 µM]	i	44	·
